Screens as filed in PubChem BioAssay.
S2 tox = cell viability loss in ATXN counter-screen; Potency, µM (highest dose often 56.7 µM), usual class: cytotoxic; S2 cells (HEK-293 line with an ATXN2-luciferase reporter) viability, CellTiter-Fluor protease fluorescence, 24 h; hit rate 0.49% among 400,000; AID 651635; also: nearly all actives have a fitted effect of over 40% in size
ATXN2 expr inh = ATXN2 expression inhibition. HEK-293 ATXN2-luciferase reporter, luminescence, 24 h. Potency, µM (titrated, usually from 57 µM), inactives show at the highest dose activity change, negative = inhibition, most hits filed as inhibitors. hit rate 0.72% among 360,000; also: % is scaled to controls: 0 for no effect and ±100 for the full control effect; nearly all actives have a fitted effect of over 55% in size
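qHTS (up to 57 uM final) was run with 24 h compound exposure of reporter cells at 37 °C. Each well was multiplexed: SteadyGlo luminescence measured ATXN2-luciferase expression after a fluorogenic Gly-Phe-AFC viability readout (25 uM final).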
* marks the source's active call; other numbers are inactive results; i = inactive; ? = inconclusive; . = not tested or not shown; & = joins results of further samples; [ ] = dose if it differs, or a comment. Calls follow the shape of the dose curve; as a rule, active = well fitted curve in the direction sought with a large enough effect; inconclusive = small, poorly fitted or top-dose-only effect, or another doubt; inactive = no such curve, though single readings can be large; an effect the other way counts as inactive or inconclusive. Potency is read from the fitted curve at half-maximal effect.

#	smiles	S2 tox	ATXN2 expr inh
1	CC[C@@]12CCCN3CCc4c(n(c5ccccc45)[C@](O)(C(=O)OC)C1)[C@H]32	i	.
2	CC(C)(CO)[C@H](O)C(=O)NCCCO	i	.
3	C=Cc1ccccc1	i	.
4	NC(=O)C[C@@H](N)C(=O)O	i	.
5	O=C(O)[C@@H](O)[C@@H](O)[C@@H](O)[C@@H](O)C(=O)O (tested in a mixture with another compound)	i	.
6	CNc1nccc(-c2cccnc2Oc2cc(C(=O)Nc3cccc(C(F)(F)F)c3)ccc2C)n1	.	24µM*
7	CCc1cc2c(cc1N1CCC(N3CCOCC3)CC1)C(C)(C)c1[nH]c3cc(C#N)ccc3c1C2=O	.	-25%
8	Cc1ccc(C(=O)Nc2cccc(C(F)(F)F)c2)cc1-c1ccc2nc(NCCN3CCOCC3)ncc2c1	.	6.1µM*
9	Oc1cc(-c2nc(-c3ccccc3)[nH]c2-c2ccncc2)ccc1Cl	.	-9%
10	O=C(O)c1ccc(Nc2ncc3c(n2)-c2ccc(Cl)cc2C(c2c(F)cccc2F)=NC3)cc1	.	-3%
11	COCCOc1ccc2c(c1)ncn2-c1ccc2cccc(N3CCC(N)CC3)c2n1	.	?
12	Cn1cnc(-c2cc3nccc(Oc4ccc(NC(=S)NC(=O)Cc5ccccc5)cc4F)c3s2)c1	.	?
13	CCC[C@H](Nc1nc(-c2ccc(NC(=O)NCC)c(OC)c2)ncc1C)c1cccnc1	.	-19%
14	O=C(Nc1cccc(Cl)c1)Nc1ncc(CCNc2ncnc3ccsc23)s1	.	?
15	CNC(=O)c1cc(COc2nnc(Nc3ccc(Cl)cc3)c3ccoc23)ccn1	.	?
16	C[C@H](CCC(=O)O)[C@H]1CC[C@H]2[C@H]3[C@@H](CC[C@]12C)[C@@]1(C)CC[C@@H](O)C[C@H]1C[C@@H]3O	.	-2%
17	CCOC1OC(=O)C[C@H]1NC(=O)[C@@H]1CCCN1C(=O)[C@@H](NC(=O)c1ccc(N)c(Cl)c1)C(C)(C)C (stereo partly specified)	.	51%[activator]
18	CCN1CCN(c2ccc(Nc3cc(N(C)C(=O)Nc4c(Cl)c(OC)cc(OC)c4Cl)ncn3)cc2)CC1	.	-29%
19	CC(=O)N(C)C1(c2ccccc2)CCN(CCC[C@]2(c3ccc(Cl)c(Cl)c3)CCCN(C(=O)c3ccccc3)C2)CC1	.	22µM*
20	COc1cc(CCc2cc(NC(=O)c3ccc(N4C[C@@H](C)N[C@@H](C)C4)cc3)n[nH]2)cc(OC)c1	.	?
21	CCn1c(-c2nonc2N)nc2cnc(Oc3cccc(NC(=O)c4ccc(OCCN5CCOCC5)cc4)c3)cc21	.	?
22	CC=C(C)C(=O)O[C@H]1C(C)=C[C@]23C(=O)[C@@H](C=C(CO)[C@@H](O)[C@]12O)[C@H]1[C@@H](C[C@H]3C)C1(C)C	.	-15%
23	CC1(C)CC(=O)c2c(C(F)(F)F)nn(-c3ccc(C(N)=O)c(NC4CCC(O)CC4)c3)c2C1 (stereo unspecified)	.	0.097µM*
24	CNCc1ccc(-c2[nH]c3cc(F)cc4c3c2CCNC4=O)cc1	.	?
25	CC(C)c1nn(-c2c(Cl)cccc2Cl)c2nc(Cc3ccc(OCCO)cc3)[nH]c(=O)c12	.	0.034µM*

Reformatted: results already given
22: CC=C(C)C(=O)O[C@H]1C(C)=C[C@]23C(=O)[C@@H](C=C(CO)[C@@H](O)[C@]12O)[C@H]1[C@@H](C[C@H]3C)C1(C)C
23: CC1(C)CC(=O)c2c(C(F)(F)F)nn(-c3ccc(C(N)=O)c(NC4CCC(O)CC4)c3)c2C1 (stereo unspecified)
entry no. | 22 | 23
S2 tox | . | .
ATXN2 expr inh | -15% | 0.097µM*

(listing goes on)
#	smiles	S2 tox	ATXN2 expr inh
26	Nc1ncnc2c1c(-c1cccc(OCc3ccccc3)c1)cn2C1CC(CN2CCC2)C1 (stereo unspecified)	.	?
27	COc1cc(OC)c(C=CS(=O)(=O)Cc2ccc(OC)c(NCC(=O)O)c2)c(OC)c1	.	-2%
28	Cc1c(C(=O)Nc2ccc(N3C[C@@H](C)O[C@@H](C)C3)nc2)cccc1-c1ccc(OC(F)(F)F)cc1	.	?
29	Cn1cc(-c2ccc3nnc(Sc4ccc5ncccc5c4)n3n2)cn1	.	-17%
30	CC(C)(Cc1ccc2ccccc2c1)NC[C@@H](O)COc1cccc(Cl)c1C#N	.	21%
31	CNC(=O)c1cc(Oc2ccc(NC(=O)Nc3ccc(Cl)c(C(F)(F)F)c3)c(F)c2)ccn1	.	19µM*
32	COc1cc2ncn(-c3cc(OCc4ccccc4S(C)(=O)=O)c(C#N)s3)c2cc1OC	.	?
33	OCCn1cc(-c2ccc3c(c2)CCC3=NO)c(-c2ccncc2)n1	.	1%
34	COc1cc2nccc(Oc3ccc(NC(=O)C4(C(=O)Nc5ccc(F)cc5)CC4)cc3)c2cc1OC	.	19µM*
35	NC(=O)c1cccc2[nH]c(-c3ccc([C@H]4CCCN4)cc3F)nc12	.	-24%
36	CCCn1c(=O)c2[nH]c(-c3cnn(Cc4cccc(C(F)(F)F)c4)c3)nc2n(CC)c1=O	.	?
37	COc1cc2nccc(Oc3ccc(NC(=O)NC4CC4)c(Cl)c3)c2cc1C(N)=O	.	3.4µM*
38	CC1(C)OC2=C(C(=O)c3ccccc3C2=O)[C@H](NCc2ccccc2)[C@H]1O	.	3.4µM*
39	Cc1ncc(-c2ccnc(Nc3ccc(S(C)(=O)=O)cc3)n2)n1C(C)C	.	3.4µM*
40	COc1ccc(-c2oc3c(CC=C(C)C)c(OC4O[C@H](CO)[C@@H](O)[C@H](O)[C@@H]4O)cc(O)c3c(=O)c2OC2O[C@@H](C)[C@H](O)[C@@H](O)[C@@H]2O)cc1 (stereo partly specified)	.	?
41	NCc1ccccc1Sc1ccccc1CO	i	-4%
42	Cc1nc2n(c(=O)c1CCN1CCC(C(=O)c3ccc(F)cc3)CC1)CCS2	i	?
43	CN(c1nccc(=O)[nH]1)C1CCN(c2nc3ccccc3n2Cc2ccc(F)cc2)CC1	i	2%&-4%
44	CN(C)CCCSc1ccccc1NC(=O)/C=C/c1ccccc1	i	22%
45	CCOC(=O)[C@H](CCc1ccccc1)N[C@@H](C)C(=O)N1C(=O)N(C)C[C@H]1C(=O)O	i	0%
46	NS(=O)(=O)c1ccc(N2CCCCS2(=O)=O)cc1	i	-17%
47	O=C(O)c1ccc(-n2nc(-c3ccccc3O)nc2-c2ccccc2O)cc1	?	?
48	C[C@@H]1CCC[C@H](C)N1CCCC(O)(c1ccccc1)c1ccccn1 (stereo partly specified)	i	0%
49	CC(C)CCCC(C)NCCC(C)C (stereo unspecified)	i	-2%
50	CCn1cc(C(=O)O)c(=O)c2cc(F)c(N3CCNC(C)C3)c(F)c21 (stereo unspecified)	i	-1%&-6%

A stretch of the results above:
#	smiles	S2 tox	ATXN2 expr inh
1	CC[C@@]12CCCN3CCc4c(n(c5ccccc45)[C@](O)(C(=O)OC)C1)[C@H]32	i	.
2	CC(C)(CO)[C@H](O)C(=O)NCCCO	i	.
3	C=Cc1ccccc1	i	.
4	NC(=O)C[C@@H](N)C(=O)O	i	.
5	O=C(O)[C@@H](O)[C@@H](O)[C@@H](O)[C@@H](O)C(=O)O (tested in a mixture with another compound)	i	.
6	CNc1nccc(-c2cccnc2Oc2cc(C(=O)Nc3cccc(C(F)(F)F)c3)ccc2C)n1	.	24µM*
7	CCc1cc2c(cc1N1CCC(N3CCOCC3)CC1)C(C)(C)c1[nH]c3cc(C#N)ccc3c1C2=O	.	-25%
8	Cc1ccc(C(=O)Nc2cccc(C(F)(F)F)c2)cc1-c1ccc2nc(NCCN3CCOCC3)ncc2c1	.	6.1µM*
9	Oc1cc(-c2nc(-c3ccccc3)[nH]c2-c2ccncc2)ccc1Cl	.	-9%
10	O=C(O)c1ccc(Nc2ncc3c(n2)-c2ccc(Cl)cc2C(c2c(F)cccc2F)=NC3)cc1	.	-3%
11	COCCOc1ccc2c(c1)ncn2-c1ccc2cccc(N3CCC(N)CC3)c2n1	.	?
12	Cn1cnc(-c2cc3nccc(Oc4ccc(NC(=S)NC(=O)Cc5ccccc5)cc4F)c3s2)c1	.	?
13	CCC[C@H](Nc1nc(-c2ccc(NC(=O)NCC)c(OC)c2)ncc1C)c1cccnc1	.	-19%
14	O=C(Nc1cccc(Cl)c1)Nc1ncc(CCNc2ncnc3ccsc23)s1	.	?
15	CNC(=O)c1cc(COc2nnc(Nc3ccc(Cl)cc3)c3ccoc23)ccn1	.	?
16	C[C@H](CCC(=O)O)[C@H]1CC[C@H]2[C@H]3[C@@H](CC[C@]12C)[C@@]1(C)CC[C@@H](O)C[C@H]1C[C@@H]3O	.	-2%
17	CCOC1OC(=O)C[C@H]1NC(=O)[C@@H]1CCCN1C(=O)[C@@H](NC(=O)c1ccc(N)c(Cl)c1)C(C)(C)C (stereo partly specified)	.	51%[activator]
18	CCN1CCN(c2ccc(Nc3cc(N(C)C(=O)Nc4c(Cl)c(OC)cc(OC)c4Cl)ncn3)cc2)CC1	.	-29%
19	CC(=O)N(C)C1(c2ccccc2)CCN(CCC[C@]2(c3ccc(Cl)c(Cl)c3)CCCN(C(=O)c3ccccc3)C2)CC1	.	22µM*
20	COc1cc(CCc2cc(NC(=O)c3ccc(N4C[C@@H](C)N[C@@H](C)C4)cc3)n[nH]2)cc(OC)c1	.	?
21	CCn1c(-c2nonc2N)nc2cnc(Oc3cccc(NC(=O)c4ccc(OCCN5CCOCC5)cc4)c3)cc21	.	?
22	CC=C(C)C(=O)O[C@H]1C(C)=C[C@]23C(=O)[C@@H](C=C(CO)[C@@H](O)[C@]12O)[C@H]1[C@@H](C[C@H]3C)C1(C)C	.	-15%

(listing goes on)
#	smiles	S2 tox	ATXN2 expr inh
51	CCCCC(CC)COC(=O)c1ccccc1O (stereo unspecified)	i	4%
52	COC(=O)C1=C(C)NC(C)=C(C(=O)OCCN2CCN(C(c3ccccc3)c3ccccc3)CC2)C1c1cccc([N+](=O)[O-])c1 (stereo unspecified)	?	14µM*
53	O=C1c2c(O)cccc2[C@@H]([C@@H]2O[C@H](CO)[C@@H](O)[C@H](O)[C@H]2O)c2cc(CO)cc(O)c21	?	10%
54	CCOC(=O)c1ccccc1O	i	-3%
55	CC[C@H](C)[C@H](N)C(=O)O	i	20%
56	C=CCN1C[C@H](C(=O)N(CCCN(C)C)C(=O)NCC)C[C@@H]2c3cccc4[nH]cc(c34)C[C@H]21	?	-7%
57	CCN(CC)C(=O)C1CN2CCc3cc(OC)c(OC)cc3C2CC1OC(C)=O (stereo unspecified)	i	4%
58	CN(C)C(=O)CNC(=O)Cc1ccccc1	i	3%
59	CC(=O)Nc1ccc(OC(=O)c2ccccc2OC(C)=O)cc1	i	3%
60	Cc1ccccc1N1CCN(CCc2nnc3n2CCCC3)CC1	i	8%
61	CN(C(=O)c1c(O)c2ccccc2n(C)c1=O)c1ccccc1	i	12%
62	CC(C)NCCCC1(C(N)=O)c2ccccc2-c2ccccc21	i	3%
63	Cc1ccccc1OCC(O)CO (stereo unspecified)	i	3%
64	CCN(CC)CC1CCCCN1CC(=O)N1c2ccccc2C(=O)Nc2cccnc21 (stereo unspecified)	i	-17%
65	CCCCOCCOC(=O)c1cccnc1	i	-6%
66	CCCCCCCCCCCCOCCOCCOCCOCCOCCOCCOCCOCCOCCO	i	?
67	CN1[C@@H]2CC[C@H]1CC(NC(=O)n1c(=O)[nH]c3ccccc31)C2 (stereo partly specified)	?	-15%
68	CS(=O)(=O)c1ccc(-c2cn3ccccc3n2)cc1	i	23%
69	CCn1ccc(NS(=O)(=O)c2ccc(N)cc2)nc1=O	i	1%
70	CCN(CC)CCOc1ccc(Cc2ccccc2)cc1	i	?
71	CNS(=O)(=O)CCc1ccc2[nH]cc(C3CCN(C)CC3)c2c1	i	?
72	COc1ccc(-c2cc(C(F)F)nn2-c2ccc(S(N)(=O)=O)cc2)cc1F	i	-9%
73	COc1cc(C=O)ccc1O	i	7%
74	CCCCCCCCCCCC[N+](C)(C)Cc1ccccc1	32µM*	25µM*
75	O=C(NCCCN1CCOCC1)c1ccc(Cl)cc1	i	18%
76	Cc1cccc(N(C)C(=S)Oc2ccc3c(c2)CCC3)c1	?	-13%
77	Cc1nc(C2CCCCC2)c(-c2ccc(S(N)(=O)=O)c(F)c2)o1	i	25%
78	CCCCCCCCCCCCCCCC[N+](C)(C)Cc1ccccc1	35µM*	32µM*

This is a subset (hit frequency here may not be typical).
